hcDAF12 agonist: H. contortus DAF-12 nuclear receptor activators, primary screen, cell-based, luminescence, HEK293, lit1-tk-luc reporter; HEK293 hcDAF-12 lit1-tk-luc reporter; 0% DMSO, 100% Δ7-dafachronic acid; activation, % at 6.8 µM; 1.4% of 370,000 active;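 active = activation above the mean of all tested compounds plus 3 SD, cut at about 5.5% in these data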;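 also: 100% = response to 3 µM Δ7-dafachronic acid high control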
sPLA2-III inh: human group III sPLA2 inhibitors, primary screen, biochemical, QFRET, BODIPY PC-A2 liposome substrate; Group 3 secretory phospholipase A2 (Homo sapiens), Q9NZ20; QFRET BODIPY PC-A2 liposome hydrolysis, fluorescence; inhibition, % at 12.2 µM; 0.56% of 370,000 active; AID 743126, 2013;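 active = inhibition above mean plus 3 SD of compounds lying within the high and low control bounds, cut at about 19% in these data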;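 also: 0% = median of test compound wells and 100% = no enzyme DMSO wells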
DAX1 inh-1: DAX1 (NR0B1) inhibitors, primary screen, cell-based, HEK293, Gal4-DAX1, luciferase luminescence; Nuclear receptor subfamily 0 group B member 1 (Homo sapiens), P51843; HEK293 Gal4-DAX1 luciferase reporter; inhibition, % at 6.75 µM; 0.99% of 340,000 active; AID 504766, 2011;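 active = inhibition above the mean over all tested compounds plus 3 SD, cut at about 4.2% in these data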;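 also: 0% = DAX1-transfected cells with DMSO and 100% = empty-vector control cells with DMSO; inhibition shows as a rise in luminescence from relieved DAX1 repression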
GC-A act: GC-A stimulated cGMP production enhancers – HEK293 GC-A cells, cGMP TR-FRET, EC30 ANP, primary screen; Atrial natriuretic peptide receptor 1 (Homo sapiens), P16066; AID 1671463, 2021; activation, % at 10 µM; 0% at EC30 ANP, 100% saturating ANP; 0.14% of 370,000 active; in the data active = activation above about 40%
Target sequence (P16066 whole entry, looked up): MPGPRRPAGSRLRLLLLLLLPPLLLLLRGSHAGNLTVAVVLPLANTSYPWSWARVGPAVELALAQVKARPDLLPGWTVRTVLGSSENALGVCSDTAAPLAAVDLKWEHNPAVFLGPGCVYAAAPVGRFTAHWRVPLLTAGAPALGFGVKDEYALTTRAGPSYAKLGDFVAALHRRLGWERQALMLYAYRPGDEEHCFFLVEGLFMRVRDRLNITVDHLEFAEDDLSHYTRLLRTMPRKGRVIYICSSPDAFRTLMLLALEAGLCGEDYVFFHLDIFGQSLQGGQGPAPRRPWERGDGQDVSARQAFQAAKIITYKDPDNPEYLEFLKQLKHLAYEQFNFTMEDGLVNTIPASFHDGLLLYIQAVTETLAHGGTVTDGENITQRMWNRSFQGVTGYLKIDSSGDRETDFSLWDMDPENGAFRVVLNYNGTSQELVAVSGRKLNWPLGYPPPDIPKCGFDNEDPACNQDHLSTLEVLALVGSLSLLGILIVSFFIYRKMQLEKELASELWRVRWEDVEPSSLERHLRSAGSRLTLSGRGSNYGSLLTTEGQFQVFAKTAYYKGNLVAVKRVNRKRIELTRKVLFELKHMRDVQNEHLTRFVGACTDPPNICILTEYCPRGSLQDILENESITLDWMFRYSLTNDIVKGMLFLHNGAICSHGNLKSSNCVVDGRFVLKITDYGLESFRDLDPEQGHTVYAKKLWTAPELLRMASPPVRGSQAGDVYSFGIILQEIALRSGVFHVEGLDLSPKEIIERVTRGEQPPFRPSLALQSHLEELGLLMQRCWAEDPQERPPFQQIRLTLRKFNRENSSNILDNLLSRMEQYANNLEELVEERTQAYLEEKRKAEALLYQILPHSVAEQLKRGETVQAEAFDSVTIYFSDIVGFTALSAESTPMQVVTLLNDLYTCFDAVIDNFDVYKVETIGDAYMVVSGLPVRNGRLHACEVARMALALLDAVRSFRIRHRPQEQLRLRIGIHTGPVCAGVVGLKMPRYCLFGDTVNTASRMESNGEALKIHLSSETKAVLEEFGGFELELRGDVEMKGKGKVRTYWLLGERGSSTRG
hgDAF-12 ag: H. glycines DAF-12 receptor agonists, primary screen, cell-based, luminescence, HEK293, GAL4 fusion, UAS-luciferase | HEK293 GAL4-hgDAF12 UAS-luciferase reporter, agonist luminescence; normalized to butyrate control | 1.8% of 370,000 active | activation, % at 6.8 µM;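 active = activation above a cutoff set at the mean of all screened compounds plus 3 SD, cut at about 10% in these data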;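 also: 0% = DMSO wells and 100% = sodium butyrate wells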
SMARCA2 activ: SMARCA2 (BRM) function activators, primary screen, cell-based, luminescence, high throughput; MG213 cells, MMTV-luciferase reporter, dexamethasone, overnight; activation, % at 9.1 µM; 1% of 370,000 active; AID 652017, 2013; in the data active = activation above about 7.8%;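 also: 0% = vehicle wells and 100% = reference activator wells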
GAA850 FXN act: FXN promoter activators, primary screen, cell-based, luciferase luminescence, HEK293 lucGAA850 | HEK293 lucGAA850 FXN promoter luciferase reporter, 24 h; percent of 10 µM SAHA response | activation, % at 6 µM | 0.56% of 360,000 active;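 active = activation above the average of all compounds screened plus 3 SD, cutoff fixed separately per campaign, cut at about 7.5% in these data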;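 also: 0% = DMSO wells and 100% = 10 µM SAHA wells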
GC-B act: human GC-B receptor activators, primary screen, HEK293 GC-B cells, cGMP TR-FRET, EC30 CNP. AID 1920062, 2024. activation, % at 10 µM. 0.11% of 370,000 active. Atrial natriuretic peptide receptor 2 (Homo sapiens), P20594. 0% at EC30 CNP, 100% saturating CNP;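 active = activation at 10 µM reaching about 35% in either raw or pattern-adjusted values, limit read from the data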
KLK7 zymogen act: proKLK7 zymogen activators, primary screen, biochemical, fluorescence intensity | activation, % at 7 µM | Kallikrein-7 (Homo sapiens), P49862 | purified proKLK7, EDANS-DABCYL substrate fluorescence; 100% is mature enzyme control, 0% vehicle | 0.9% of 370,000 active;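 active = activation above the mean of all tested compounds plus 3 SD, computed per campaign excluding outliers beyond control limits, cut at about 13% in these data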
DAX1 inh-2: DAX1 (NR0B1) inhibitors on StAR promoter, primary screen, cell-based, luminescence, SF-1 (NR5A1), full-length DAX-1; inhibition, % at 6.8 µM; 1.1% of 370,000 active; AID 652010, 2013; HEK293T StAR-luciferase reporter, SF-1/DAX-1 repression relief;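 active = inhibition above the mean over all tested compounds plus 3 SD, cut at about 3.6% in these data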;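 also: 0% = DAX-1 cells with DMSO and 100% = cells lacking DAX-1 with DMSO; higher inhibition means more luminescence from relief of DAX-1 repression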
ssDAF-12 act: S. stercoralis DAF-12 nuclear receptor activators, primary screen, cell-based, luminescence, HEK293, GRIP1 co-expression, lit1-tk-luc; Nuclear hormone receptor DAF-12 (Strongyloides stercoralis); activation, % at 6.8 µM; AID 652126, 2013; 1% of 370,000 active; HEK293 ssDAF-12/GRIP1 lit1-tk-luc reporter; % of 3 µM dafachronic acid response;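 active = activation above the mean over all tested compounds plus 3 SD, cut at about 0.9% in these data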;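 also: 0% = DMSO-only wells and 100% = 3 µM delta7-dafachronic acid wells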
* = called active by the depositor; . = no result given; & = joins results of further samples.

SMILES	hcDAF12 agonist	sPLA2-III inh	DAX1 inh-1	GC-A act	hgDAF-12 ag	SMARCA2 activ	GAA850 FXN act	GC-B act	KLK7 zymogen act	DAX1 inh-2	ssDAF-12 act
CCOC(=O)C1=C(C)NC2=C(C(=O)CC(c3ccc(OC)c(OC)c3)C2)C1c1ccc(C)o1 (configuration not stated)	-1.9	-5	-1.7	1	0.0	-1	-0.3	-1	1.7	-0.7	-1.8
O=C(N/N=C/c1cc([N+](=O)[O-])ccc1Cl)c1cc(-c2ccccc2)nc2ccccc12	-1.0	4	2.2	7	0.9	4	-0.5	-7	-0.4	0.5	-0.3
Cc1nc2ncnn2c(N2CCN(C(c3ccccc3)c3ccccc3)CC2)c1C	-0.8	-6	0.5	-13	0.0	-1	-3.1	-12	0.3	-0.5	-1.9
CC(=O)Nc1ccc(S(=O)(=O)N2CCN(C(=O)c3ncoc3-c3ccccc3C)CC2)cc1	-4.0	2	1.1	-1	-0.9	-1	-0.3	3	0.2	-0.2	-1.0
O=C(NC(Cc1ccccc1)C(=O)O)C1CCCCC1 (configuration not stated)	-1.0	6	1.2	2	-0.4	0	-0.4	1	-0.3	0.2	-0.2
CC(C)CCN1C(=O)C2(OCCCO2)c2cc(Cl)ccc21	-1.7	-2	0.5	-16	1.0	-1	0.2	-10	0.4	-0.1	-0.8
CSCCC1C(=O)OC2(C)CC(C)(C)NC(=S)N12 (configuration not stated)	-2.3	2	-1.0	0	0.4	4	1.5	2	0.1	-0.1	-1.4
CC1CCCCC1NC(=O)COC(=O)CNC(=O)c1cccc(F)c1 (configuration not stated)	-0.5	-1	0.0	2	-0.9	0	0.7	1	0.1	0.5	-1.5
O=C(O)CCCn1cc(NC(=O)c2cc(F)c(F)cc2Cl)cn1	-0.1	-3	0.1	0	0.4	-4	2.7	-1	0.7	0.2	-1.4
CCc1c(C)[nH]c(C(=O)OCc2ccccc2)c1C	-0.1	-10	0.5	-1	6.6	3	4.4	-1	0.6	-0.3	-1.7

Reprinted at random: 2 records from the list, in no set order.
SMILES	hcDAF12 agonist	sPLA2-III inh	DAX1 inh-1	GC-A act	hgDAF-12 ag	SMARCA2 activ	GAA850 FXN act	GC-B act	KLK7 zymogen act	DAX1 inh-2	ssDAF-12 act
CC(C)CCN1C(=O)C2(OCCCO2)c2cc(Cl)ccc21	-1.7	-2	0.5	-16	1.0	-1	0.2	-10	0.4	-0.1	-0.8
CSCCC1C(=O)OC2(C)CC(C)(C)NC(=S)N12 (configuration not stated)	-2.3	2	-1.0	0	0.4	4	1.5	2	0.1	-0.1	-1.4

Following part.
SMILES	hcDAF12 agonist	sPLA2-III inh	DAX1 inh-1	GC-A act	hgDAF-12 ag	SMARCA2 activ	GAA850 FXN act	GC-B act	KLK7 zymogen act	DAX1 inh-2	ssDAF-12 act
CCC/C=C1/CCCOC(C(=O)NCc2cc(C)n(C)n2)(C(F)(F)F)C1 (configuration not stated)	-1.9	-1	0.3	-1	-2.7	-1	0.0	3	0.3	-0.1	-1.7
COc1ccc(-c2nc(NC(=O)c3ccccc3)sc2-c2ccc([N+](=O)[O-])cc2)cc1	2.4	14	0.6	1	-1.1	-4	2.0	1	-0.5	-0.6	-0.2
CC1(C)CC(=O)C(C=Nc2ccc(NC3=C(C#N)C(=O)CC(C)(C)C3)cc2)=C(O)C1	-1.6	3	3.3	1	-2.9	-1	-0.3	-5	-1.0	0.3	-1.0
COc1ccc(NS(=O)(=O)c2cc(C(=O)N3CCN(C(C)=O)CC3)ccc2Cl)cc1	-0.1	-7	-0.6	0	-1.5	-2	1.0	4	0.2	-0.6	-0.2
[O-]/C(=C(\C(=S)Nc1ccc(Cl)cc1)[n+]1ccccc1)c1ccc(OC(F)F)cc1	1.3	6	-0.1	-4	-0.6	-3	0.1	3	0.0	0.6	-0.8
CCCCOCCCNC(=O)C[C@@H]1C(=O)N(CCc2ccc(Cl)cc2)C2=CCCCC[C@]21C(=O)OC	-2.0	-17	.	0	-5.2	-1	.	4	0.5	-1.5	-0.8
CCC(C(=O)Nc1cc(C(=O)Nc2cc(C)ccn2)ccc1Cl)c1ccccc1 (configuration not stated)	-0.7	-8	-1.6	4	0.6	-1	2.1	0	-0.8	-0.6	-1.5
CCN(Cc1ccccc1)S(=O)(=O)CCNC(=O)c1ccccc1	-1.4	-4	2.1	0	-0.8	-2	1.0	3	0.4	-0.1	-1.0
COC(=O)CSc1nnc(-c2cccs2)n1-c1ccc(Cl)cc1	0.4	3	0.4	-12	0.3	-8	4.2	-1	0.1	0.9	-1.0
CCc1c(Cl)nc(N)nc1Nc1ccccc1Cl	1.0	-3	-0.9	4	3.6	-3	-0.7	3	-0.3	-0.9	-2.1
COc1ccccc1CN=c1c([N+](=O)[O-])nn(-c2ccc3c(c2)OCCO3)n1O	9.0*	-1	2.1	-3	11*	1	1.8	-8	1.9	3.1	0.5
Cc1ccc(/C=C/C(=O)NC2=NCCS2)cc1	8.0*	-7	-2.1	2	17*	4	-1.2	4	0.6	6.4*	1.4*
Nc1ccc2sc(N)nc2c1	0.2	1	-0.6	0	0.7	3	0.7	5	0.3	0.0	-0.2
CCNc1ncnc2[nH]ncc12	-0.4	4	0.9	1	4.0	2	1.5	6	0.1	-0.2	-1.4
Cc1ccc(NC(=O)COC(=O)c2ccc(-n3cccn3)cc2)cc1C	-1.9	-2	2.9	1	0.9	-1	1.2	-3	-0.5	-0.7	-0.3
COC1C(OC(=O)/C=C/C=C/C=C/C=C/C(=O)O)CCC2(CO2)C1C1(C)OC1CC=C(C)C (configuration not stated) (tested in a mixture with another compound)	-1.5	-8	-0.4	-4	0.0	0	-2.2	5	1.1	-1.5	-0.7
O=C(O)c1cccc(S(=O)(=O)N2CCN(C(c3ccccc3)c3ccccc3)CC2)c1	-1.0	-14	2.8	-3	-0.4	-4	1.4	3	-0.3	0.8	-1.0
Cc1ccccc1CN1C(=O)c2ccccc2S1(=O)=O	-0.6	2	-0.3	0	0.8	-2	1.4	7	0.4	-0.5	-1.6
CC1CCCCN1C(=O)C1CCCN(S(=O)(=O)c2cccc3nsnc23)C1 (configuration not stated)	-1.0	0	-0.3	5	1.9	-3	-1.4	4	0.3	-0.6	-0.9
COC(=O)C[C@H]1C=C[C@H](NC(=O)C2CCOCC2)[C@@H](CO)O1	0.0	0	.	5	2.6	-4	.	11	0.6	1.7	-1.0
C=CCOC(=O)C1=C(C)NC(SC)=C(C#N)C1c1ccc(OCC)cc1 (configuration not stated)	-1.9&-2.4	-19&-4	0.5&0.2	-11&-2	-1.0&-1.1	5&2	-0.9&-0.4	-3&-6	1.1&-0.6	-2.1&-0.1	-1.5&-1.8
CC(C)N(Cc1ccccc1)C(=O)COC(=O)C1CCN(S(=O)(=O)c2ccc3c(c2)OCCO3)CC1	2.4	-8	-0.8	3	3.0	0	1.4	4	0.0	-0.4	-1.2
CC(NC1CCCCC1)C(=O)NN=C(c1ccccc1)c1ccccc1 (configuration not stated)	0.3	-5	2.6	-4	-1.0	-1	0.9	-4	-0.3	0.3	-1.8
CSc1nc2nccc(-c3ccc(Oc4ccccc4)cc3)n2n1	-3.3	-4	-1.2	6	2.1	2	0.0	-3	-1.1	-1.4	-2.1
CC1(C)Cc2c(sc3nnn(CC(=O)Nc4ccccc4)c(=O)c23)CO1	1.1	-3	-1.2	-3	-0.1	-3	0.9	3	-0.2	0.6	-2.0
Cc1ccc(NS(=O)(=O)c2cccs2)c(C)c1	-0.1	-5	1.1	5	-3.0	0	0.1	-2	0.0	0.0	-1.0
COc1ccccc1NC(C)C(=O)Nc1ccc(C(C)=O)cc1 (configuration not stated)	-2.9	-3	-0.2	1	2.8	1	0.7	-1	0.1	-0.5	-1.0
CCN(CC)S(=O)(=O)c1cccc(NC(=O)COC(=O)c2n[nH]c(=O)c3ccccc23)c1	-0.9	-10	-0.6	5	3.7	1	1.6	0	0.4	0.0	-0.8
FC(F)(F)c1cc(-c2cccs2)nc(-n2cc(Br)cn2)n1	-2.0	7	-0.8	1	0.6	4	1.1	-8	-0.7	-1.0	-0.8
N#CC1(NC(=O)CSc2nnc(C3CC3)n2C2CC2)CCCCC1	-2.2	10	-0.1	0	-1.3	1	0.2	4	0.1	-0.2	-1.3
CC(=O)Nc1ccc(C2=CC(=O)C[C@H](c3ccc(Cl)cc3)C2)cc1	-2.3	-22	2.2	4	-0.1	2	4.3	3	-0.7	-0.1	-1.4
O=[N+]([O-])c1cccc(/C=N/n2c(COc3ccccc3)n[nH]c2=S)c1	-1.3	5	3.1	5	-0.8	-1	1.3	-4	-0.5	-0.5	-1.3
Cc1cc2nc(SCC(=O)N(C)C)c3c(c2cc1C)CCCC3	4.0	-10	0.2	-1	0.8	2	-0.6	3	-0.4	-0.1	0.1
COc1cc(OC)c2cc(C(=O)N/N=C/c3ccccc3O)[nH]c2c1	1.5	2	-0.8	1	0.7	-6	-6.8	5	-0.6	-0.5	-1.0
COC(=O)c1ccc(C(=O)OC)c(NC(=O)CN2CCC(C)CC2)c1	-0.8	-1	-0.4	-1	-3.5	1	1.4	-3	0.6	-0.3	-2.1
O=C1NC2(CCCCCC2)C(=O)N1Cc1ccc(F)cc1Cl	-1.9	1	-1.4	5	-1.9	-2	-0.7	5	0.2	-0.6	-1.2
Cc1ccc(C(=O)NCC(=O)OCC(=O)c2ccc3c(c2)NC(=O)CO3)cc1	0.8	6	-0.6	-2	3.5	-1	0.3	-7	0.7	-0.6	-1.1
O=C(O)/C=C/C(=O)N(Cc1ccccc1)Cc1ccco1	0.3	0	0.3	-1	1.4	0	1.2	1	-0.3	0.2	-0.5
COC(=O)C(Cc1ccc(O)cc1)NC(=O)c1ccc2c(c1)OCCO2 (configuration not stated)	2.1	-4	4.0	-2	4.8	3	3.2	-1	-0.4	0.2	0.1
CCN(CC)C(=O)Cn1cc(S(=O)(=O)CC(=O)Nc2ccc(F)cc2)c2ccccc21	0.0	-8	0.3	5	0.2	-2	-1.0	1	-0.6	-0.4	-1.2
CSc1ccc(/C=N/NC(=O)COc2ccc(Br)cc2Cl)cc1	0.4	-2	-0.1	5	-1.4	-3	1.9	-2	-0.3	0.3	-0.3
COc1ccc(-n2nnc3c(=O)n(Cc4cc(C)ccc4C)cnc32)cc1	-0.8	-1	-0.1	-5	0.1	-3	1.1	-3	0.0	1.0	-1.3

High-throughput results deposited in PubChem BioAssay by several laboratories.
